Bioassay records from PubChem.
EPAC2 antagonist = blocks human EPAC2 exchange factor; Q8WZA2; EPAC2 GEF exchange of Rap1B-BODIPY-GDP, fluorescence; Potency, µM (highest dose often 114 µM), inactives show at the top dose activity, negative = inhibition, usual class: inhibitors; hit rate 0.18% among 360,000; AID 720708; further: potency means the concentration at half of the fitted maximal effect; on the % scale 0 is the no-effect control and ±100 the full control effect; nearly all actives have a fitted effect of over 45% in size; many of its hits are not listed in these tables
Target sequence (Q8WZA2 whole entry, looked up): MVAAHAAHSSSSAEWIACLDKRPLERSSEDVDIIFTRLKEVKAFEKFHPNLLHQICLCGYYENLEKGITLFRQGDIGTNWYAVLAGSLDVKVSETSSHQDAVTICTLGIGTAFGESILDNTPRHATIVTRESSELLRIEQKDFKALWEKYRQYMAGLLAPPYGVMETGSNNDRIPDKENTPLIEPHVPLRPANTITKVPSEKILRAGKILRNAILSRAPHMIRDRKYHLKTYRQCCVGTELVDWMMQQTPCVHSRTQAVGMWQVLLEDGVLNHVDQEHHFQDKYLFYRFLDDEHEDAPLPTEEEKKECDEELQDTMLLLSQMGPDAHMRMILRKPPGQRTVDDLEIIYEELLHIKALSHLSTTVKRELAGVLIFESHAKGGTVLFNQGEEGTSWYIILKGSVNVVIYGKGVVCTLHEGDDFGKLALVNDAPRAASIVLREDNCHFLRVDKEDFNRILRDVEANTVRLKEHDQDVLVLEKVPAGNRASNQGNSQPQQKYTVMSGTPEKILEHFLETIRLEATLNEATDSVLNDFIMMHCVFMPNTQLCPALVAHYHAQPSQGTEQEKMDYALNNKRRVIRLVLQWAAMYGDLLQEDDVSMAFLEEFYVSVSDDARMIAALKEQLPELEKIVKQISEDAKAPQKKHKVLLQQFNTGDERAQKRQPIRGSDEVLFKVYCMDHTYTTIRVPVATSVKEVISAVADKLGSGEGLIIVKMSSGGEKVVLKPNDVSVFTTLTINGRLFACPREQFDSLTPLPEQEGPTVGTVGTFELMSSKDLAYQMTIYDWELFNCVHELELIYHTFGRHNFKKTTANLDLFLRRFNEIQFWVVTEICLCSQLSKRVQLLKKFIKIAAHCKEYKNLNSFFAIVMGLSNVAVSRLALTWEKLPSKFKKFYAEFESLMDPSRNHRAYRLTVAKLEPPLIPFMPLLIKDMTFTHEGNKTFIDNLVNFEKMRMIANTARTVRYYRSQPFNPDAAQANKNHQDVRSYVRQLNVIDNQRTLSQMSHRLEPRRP
aSyn yeast inh = alpha-synuclein toxicity inhibition in yeast; AID 652106; Yeast expressing alpha-synuclein, growth rescue, BacTiter-Glo, 24 h; Potency, µM (highest dose often 46.1 µM), for inactives: at the top dose growth rescue (activation), usual class: activators; hit rate 0.14% among 370,000; further: potency means the concentration at half of the fitted maximal effect; % of control where 0% means no effect; nearly all actives have a fitted effect of over 65% in size
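Readout is rescue of growth in alpha-synuclein-expressing yeast, so inhibitors of toxicity appear as activators. Growth after 24 hr at 30 deg C in galactose medium is quantified by luminescence.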
DRD3 agonist = D3 dopamine receptor (human) agonism; P35462; D3R DiscoveRx beta-arrestin cells, luminescence, 90 min; max activation, %; hit rate 0.58% among 410,000; AID 652048; in the data active means max activation above about 30%; further: 0% is about no effect; mostly tested at two doses, the higher about 12 µM
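Agonist-mode cell screen: cells plated at 1500/well and incubated overnight at 37 °C, then exposed to library compounds for 90 min at 37 °C. Detection reagent was added for 30–60 min at room temperature, and luminescence was read.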
Abeta yeast res = A-beta toxicity reversal in yeast; yeast expressing A-beta42, growth rescue, OD600, 48 h; response scale: 0% DMSO, 100% iron-clioquinol control; Potency, µM (highest dose often 46.1 µM), inactives show at the highest dose growth rescue, usual class: activators; hit rate 0.063% among 410,000; further: potency means the concentration at half of the fitted maximal effect; nearly all actives have a fitted effect of over 55% in size
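Growth rescue measured by 600 nm absorbance after 48 h yeast culture at 30 C with compound. Values normalized between DMSO and an equimolar ferric chloride plus clioquinol control.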
FUS suppressor = suppressors of FUS proteinopathy in yeast; hit rate 0.24% among 390,000; Potency, µM (series often up to 76.6 µM), inactives show at the top dose growth rescue (activation), actives largely listed as activators; S. cerevisiae FUS-expressing, growth rescue, OD600, 24 h; AID 1347120;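 further: potency means the concentration at half of the fitted maximal effect; plate controls were DMSO vehicle for no effect and reference control for full effect; nearly all actives have a fitted effect of over 55% in size; some results filed as inactive show a strong effect at the top dose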
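Yeast FUS proteinopathy model; galactose-induced FUS (2%), starting OD 0.005. Cpds in dilution series, 24hr, 30C, 99% humidity. Abs 600 nm growth. Pos ctrl CP55940 (top 92uM final); neg ctrl DMSO.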
TDP43 rescue = TDP-43 toxicity inhibition in yeast | Potency, µM (titrated, usually from 46.1 µM), for inactives: top-dose growth rescue (activation), actives largely listed as activators | hit rate 1.8% among 410,000 | TDP-43 expressing yeast growth rescue, BacTiter-Glo, 24 h; further: potency means the concentration at half of the fitted maximal effect; % of control where 0% means no effect; nearly all actives have a fitted effect of over 50% in size
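Readout is BacTiter-Glo luminescence of cell growth, so inhibitors register as activators. TDP-43-expressing yeast at OD600=0.02 in galactose medium, after raffinose pregrowth to mid-log, were incubated with compound for 24 hr at 30 deg C.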
EPAC2 ag = activates human EPAC2 exchange factor. Q8WZA2. EPAC2 activation, biochemical qHTS; response scale: 100% = 6.5 mM cAMP response. Potency, µM (doses to about 154 µM), inactives show top-dose activation, usual class: activators. hit rate 0.079% among 360,000. AID 720711; further: potency means the concentration at half of the fitted maximal effect; nearly all actives have a fitted effect of over 50% in size
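In this primary screen, activation is scored as increased exchange of BODIPY-GDP from Rap1B by 100 nM EPAC2, with 50 uM GDP as competitor. Signal is normalized to the 6.5 mM cAMP agonist control.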
DRD3 antagonist = blocks the human D3 dopamine receptor | AID 652054 | D3R cells, DiscoveRx beta-arrestin luminescence, antagonist mode; active compounds read low | hit rate 2.5% among 360,000 | max response, negative = inhibition, %; in the data active means max response below about -50%; inconclusive means no clear call, values can overlap the other calls; further: on the % scale 0 is the no-effect control and ±100 the full control effect; mostly tested at two doses, the higher about 12 µM
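Cells plated overnight at 1500 cells/well, then exposed to library compounds with dopamine controls for 90 minutes at 37 degrees C. DiscoveRx reagent added for 30–60 minutes at room temperature; luminescence read, quantitative HTS format.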
Active calls of the source: *; ? = inconclusive; / = not tested or not shown; [ ] = remark or other dose. Unless noted, the call rests on the fitted dose curve; in most records, active means well fitted curve in the direction sought with a large enough effect; inconclusive means small, poorly fitted or top-dose-only effect, or another doubt; inactive means no such curve, though single readings can be large; an effect the other way counts as inactive or inconclusive. The list is partial, so the mix of outcomes need not match the whole.

SMILES	EPAC2 antagonist	aSyn yeast inh	DRD3 agonist	Abeta yeast res	FUS suppressor	TDP43 rescue	EPAC2 ag	DRD3 antagonist
CSCc1ccc(C(=O)NCC(c2cccs2)N2CCOCC2)cc1 (stereo unspecified)	-4.6%	-6.7%	-3.8	0.2%	2.2%	10.1%	2.9%	4.4
CC(=O)OC(C(=O)NC1CCCCC1)c1ccncc1 (stereo unspecified)	4.6%	-3.8%	-7.1	-6.6%	-8.4%	-14.5%	11.9%	-11.7
Cc1cccc(OCCSc2cc(C)nc(N)n2)c1	2.1%[57.1 µM]	7.1%	6.1	12.2%	-6.4%	1.9%	13.4%	37.3
CCCCNc1nc2cccnc2s1	-14.2%	-1.0%	-11.9	-4.3%	6.7%	26.3%	-3.2%	-7.2
Cc1ccc2c(C)c(C(=O)N(Cc3ccc(Cl)cc3)C3CCS(=O)(=O)C3)oc2c1 (stereo unspecified)	/	/	8.0	23.2%	?	?	/	/
CC(C)(C)c1ccc(-n2ncc3c2CCCC3NC(=O)CCN2CCCCC2=O)cc1 (stereo unspecified)	0.5%	0.0%	10.1	10.4%	?	6.1%	16.5%	2.0
c1ccc2c(c1)OC1OC2Oc2ccccc21	-8.8%	-7.9%	0.9	-3.2%	/	20.0%	7.0%	-5.5
COc1ccc(C2=Nc3ccccc3N(C(=O)c3ccc(C)cc3)C2C(=O)NCc2ccccc2)cc1 (stereo unspecified)	1.1%	10.7%	-2.7	-1.4%	23.0%	2.8%	6.2%	-19.6
CCn1c(COc2ccccc2C)nnc1SCC(=O)CC(=O)Nc1ccccc1	-2.8%	-1.0%	0.4	10.6%	?	20.3%	12.3%	35.0
CC(=O)C1=C(C)NC(=O)CC1c1ccccc1Cl (stereo unspecified)	4.7%	-10.6%	6.6	0.3%	19.3%	0.0%	12.6%	-4.1
COc1cc(OC)cc(-c2c(C#Cc3ccsc3)c3cc(-c4ccc(CN5CCOCC5)cc4)ccc3n2C)c1	10.3%	-30.6%[inhibitor]	5.9	9.6%	?	21.3%	3.0%	43.5
O=[N+]([O-])c1ccc(N2CCN(c3ccccn3)CC2)c(Cl)c1	-14.8%	0.5%	-3.8	-18.1%	-4.5%	18.6%	9.1%	-9.0
NC1=NC(=O)C(Cc2cc(Cl)ccc2Cl)S1 (stereo unspecified)	8.3%	-2.8%	-3.5	3.3%	13.6%	3.8%	-9.8%	?
CCOC(=O)c1oc2ccc(CNC(C)(C)C)c(Cl)c2c1C	3.1%	-0.1%	-25.7	11.0%	-4.5%	-10.3%	-2.6%	?
O=C(Nc1ccc(S(=O)(=O)N2CCOCC2)cc1)c1cccs1	6.2%	3.5%	0.4	1.2%	-6.4%	0.2%	-5.7%	-8.2
O=C(CN(C(=O)c1csnn1)c1ccc(F)c(Cl)c1)NC1CCCCC1	8.7%	-0.5%	0.7	6.9%	11.9%	-5.4%	3.7%	-8.6
CC(C(=O)OCC(=O)c1ccc([N+](=O)[O-])cc1)N1C(=O)C2C3CCC(C3)C2C1=O (stereo unspecified)	2.8%	-4.0%	2.2	-8.1%	-2.2%	-6.5%	10.4%	5.7
O=C(NCCCN1CCCC1)Nc1ccccc1[N+](=O)[O-]	0.2%	-4.3%	-4.6	1.5%	12.7%	3.0%	11.5%	-10.3
CCOC(=O)N1CCN(C(=O)C2CCN(S(=O)(=O)c3cc(Cl)ccc3OCC)CC2)CC1	-4.9%	10.3%	13.4	0.4%	/	-4.7%	7.1%	7.6
Cc1cccc(OCCC(=O)NCC(=O)Nc2c(C)cccc2C)c1	0.7%	1.6%	-2.8	8.0%	-16.5%	10.0%	0.9%	-6.5
Cc1ccccc1-n1nnnc1SCCCC(=O)c1ccc(F)cc1	-1.4%	11.2%	-6.9	-14.9%	/	35.5µM*	16.8%	-5.8
CCOc1ccccc1NC(=O)c1cccc(S(=O)(=O)N(Cc2ccccc2)c2ccccc2OC)c1	-0.9%	11.4%	-4.0	13.5%	/	-21.4%	2.5%	12.5
Cc1cc(C)c(C#N)c(SCc2nc3ccccc3c(=O)[nH]2)n1	2.0%	?	1.9	10.6%	-17.6%	1.9%	12.4%	3.5
COCCCN(C(=S)Nc1c(C)cc(C)cc1C)C(C)c1ccncc1 (stereo unspecified)	4.4%	?	2.9	16.4%	/	26.1%	-7.6%	1.8
Cc1cc(C)c(S(=O)(=O)N2CCCC2=O)c(C)c1N(C)S(C)(=O)=O	-3.9%	4.2%	2.5	5.9%	-30.5%	14.9%	-2.1%	14.1
CC(=O)/C(=N/Nc1cccc(Cl)c1)N1CCOCC1	-2.7%	12.2%	-2.8	6.1%	-3.6%	17.8µM*	-0.9%	30.4
Cc1ccc(COc2ccccc2-c2cc(C(=O)N/N=C/c3cccnc3)[nH]n2)cc1	-10.8%	3.9%	-12.8	?	?	?	4.2%	-13.3
Cc1cccc(N2CCN(C(=O)C3CCN(S(=O)(=O)c4c(C)noc4/C=C/c4ccccc4F)CC3)CC2)c1C	/	/	2.7	-5.1%	2.3%	25.6%	/	/
CC(C)(C)NC(=O)C1CCN(S(=O)(=O)c2cccc3nsnc23)CC1	9.5%	2.6%	3.4	9.2%	-3.9%	6.2%	1.8%	-6.2
Cc1ccc(-c2noc(CN(C)C(=O)c3ccoc3C)n2)cc1	0.1%	-3.6%	2.1	8.1%	18.8%	1.5%	11.1%	3.7
Cc1cc(C)c(CSc2ncc(-c3ccc([N+](=O)[O-])cc3)[nH]2)c(C)c1	-7.7%	-6.3%	-10.4	-33.3%[inhibitor]	31.9%	?	13.2%	-24.1
O=C(Cn1cnc2c(oc3ccccc32)c1=O)NCc1ccco1	4.8%	2.5%	10.7	12.9%	8.9%	-9.4%	8.3%	-2.5

3 compounds from above, ordered by molar mass, lowest first:
SMILES	EPAC2 antagonist	aSyn yeast inh	DRD3 agonist	Abeta yeast res	FUS suppressor	TDP43 rescue	EPAC2 ag	DRD3 antagonist
Cc1ccc(-c2noc(CN(C)C(=O)c3ccoc3C)n2)cc1	0.1%	-3.6%	2.1	8.1%	18.8%	1.5%	11.1%	3.7
O=C(Cn1cnc2c(oc3ccccc32)c1=O)NCc1ccco1	4.8%	2.5%	10.7	12.9%	8.9%	-9.4%	8.3%	-2.5
Cc1ccc(COc2ccccc2-c2cc(C(=O)N/N=C/c3cccnc3)[nH]n2)cc1	-10.8%	3.9%	-12.8	?	?	?	4.2%	-13.3

The listing continues.
SMILES	EPAC2 antagonist	aSyn yeast inh	DRD3 agonist	Abeta yeast res	FUS suppressor	TDP43 rescue	EPAC2 ag	DRD3 antagonist
Cc1ccc(NC(=O)NCC(c2ccccc2)N(C)C)cc1 (stereo unspecified)	1.6%	9.1%	-6.8	-7.6%	-3.6%	12.1%	10.0%	-29.8
Clc1ccc(OCCOCCN2CCCCC2)c(Br)c1	-12.4%	/	-1.7	5.9%	10.5%	-2.1%	7.6%	46.2
CC1(C(=O)Nc2ccc3ccccc3c2)CCC(=O)N1CCCn1ccnc1 (stereo unspecified)	8.4%	-3.0%	-6.1	-17.9%	-4.6%	16.8%	11.7%	6.3
Cc1ccc(OC(C)C(=O)N2CCc3ccccc32)cc1 (stereo unspecified)	-4.4%	3.0%	-4.9	-5.7%[9.22 µM]	-33.4%	1.7%	1.9%	-19.0
CCc1ccccc1NC(=O)CSc1nnc(COc2ccccc2Cl)o1	/	/	-7.1	18.0%	30.3%	15.8µM*	/	/
Cc1cccc(Cc2c(C)nc3c(C(=O)N4CCN(Cc5ccc6c(c5)OCO6)CC4)cnn3c2C)c1	-15.9%	3.6%	-12.7	11.3%	36.2%	-15.8%	4.5%	?
O=C(COc1ccc(Br)cc1)N1CCc2ccccc2C1	-3.0%	4.3%	3.5	0.9%	12.9%	/	6.9%	0.0
CCOc1cc(NC(=O)c2cccs2)c(OCC)cc1NC(=O)CCC(=O)NCC1CCCO1 (stereo unspecified)	-1.6%	-1.4%	-2.7	-3.0%	19.2%	0.0%	1.9%	-4.1

Compound profiles, as listed above:
Entry for `CCOC(=O)c1oc2ccc(CNC(C)(C)C)c(Cl)c2c1C` : EPAC2 antagonist = 3.1%; aSyn yeast inh = -0.1%; DRD3 agonist = -25.7; Abeta yeast res = 11.0%; FUS suppressor = -4.5%; TDP43 rescue = -10.3%; EPAC2 ag = -2.6%; DRD3 antagonist = ?
Entry for `O=C(COc1ccc(Br)cc1)N1CCc2ccccc2C1` : EPAC2 antagonist = -3.0%; aSyn yeast inh = 4.3%; DRD3 agonist = 3.5; Abeta yeast res = 0.9%; FUS suppressor = 12.9%; TDP43 rescue = /; EPAC2 ag = 6.9%; DRD3 antagonist = 0.0

Other compounds.
SMILES	EPAC2 antagonist	aSyn yeast inh	DRD3 agonist	Abeta yeast res	FUS suppressor	TDP43 rescue	EPAC2 ag	DRD3 antagonist
NC(=O)CSc1nnc(-c2cccc(S(=O)(=O)N3CCOCC3)c2)o1	22.6%	-1.2%	-1.7	-4.2%	-33.6%	-1.0%	-4.1%	-19.7
Cc1cccc2c1NC(=O)C21N2CCCC2C(C(=O)c2ccc3ccccc3c2)C12C(=O)Nc1ccccc12 (stereo unspecified)	-0.4%	6.8%	-1.9	30.5%	34.6%	1.3%	6.3%	-7.3
COCc1cc(CN2CCCC(CNC(=O)c3ccc(F)cc3)C2)ccc1OC (stereo unspecified)	-4.3%	0.4%	-7.0	18.3%	0.4%	-0.2%	3.3%	?
CC[n+]1ccc(C(=O)NCc2ccccc2)cc1	-7.9%	1.5%	16.1	7.3%	-26.8%	6.4%	-2.8%	3.5
Clc1ccccc1OCc1nc(-c2ccncc2)no1	3.9%	12.5%	-3.3	-15.3%	-9.7%	?	4.0%	?
O=C(NCC1CCCO1)c1cccc2ccccc12 (stereo unspecified)	2.5%	1.8%	1.8	-6.2%	10.9%	9.7%	-0.7%	-0.8
O=C(CSc1ccc2nnc(-c3cccnc3)n2n1)NCc1ccc2c(c1)OCO2	4.5%	-8.5%	11.3	0.5%	-14.5%	24.4%	2.9%	3.6
CC(=O)OCC(OC(C)=O)C(OC(C)=O)C(OC(C)=O)C(=O)Nc1ccc(C)cc1 (stereo unspecified)	-15.0%	-2.0%	0.2	15.3%	?	-33.7%[inhibitor]	14.8%	2.0
